Source: PubChem
KCNH2 3.1 inh = KCNH2 3.1 (human) potassium channel inhibition; U2OS KCNH2 3.1, thallium flux FluxOr; stronger effect = lower value; activity change, % (tested at about 1.8 µM); 340,000 tested, 0.95% active;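 active = maximum activity change below -70%; inconclusive = maximum activity change from -70% to -50%; inactive = maximum activity change above -50%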;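 note: thallium influx rate constant from kinetic fluorescence after stimulation buffer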
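Normalized rate constant (relative to positive and negative DMSO controls) derived from a 2 min kinetic fluorescence read after stimulation; U2OS cells expressing the 3.1 isoform via virus at 1.77 x 10^8 /mL.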
B2AR arrestin = beta2AR (human) beta-arrestin recruitment activity. beta-arrestin recruitment to beta2AR, cell-based reporter. Potency, µM (titrated, usually from 46.1 µM), for the others: top-dose activation, hits mostly activators. 330,000 tested, 0.02% active. AID 492947. P07550;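 note: potency is the fitted concentration of half-maximal effect; 0% = DMSO controls and full agonism = EC100 isoproterenol or metaproterenol; nearly all actives have a fitted effect of over 65% in size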
Eya2 inh = Eya2 (human) phosphatase inhibition; recombinant Eya2, OMFP fluorescence dephosphorylation (OMFP is methylfluorescein phosphate); Potency, µM (series often up to 76.9 µM), for inactives: at the top dose activity, negative = inhibition, most hits filed as inhibitors; 330,000 tested, 0.006% active; AID 488837; note: potency is the fitted concentration of half-maximal effect
Target sequence (O00167 whole entry, looked up): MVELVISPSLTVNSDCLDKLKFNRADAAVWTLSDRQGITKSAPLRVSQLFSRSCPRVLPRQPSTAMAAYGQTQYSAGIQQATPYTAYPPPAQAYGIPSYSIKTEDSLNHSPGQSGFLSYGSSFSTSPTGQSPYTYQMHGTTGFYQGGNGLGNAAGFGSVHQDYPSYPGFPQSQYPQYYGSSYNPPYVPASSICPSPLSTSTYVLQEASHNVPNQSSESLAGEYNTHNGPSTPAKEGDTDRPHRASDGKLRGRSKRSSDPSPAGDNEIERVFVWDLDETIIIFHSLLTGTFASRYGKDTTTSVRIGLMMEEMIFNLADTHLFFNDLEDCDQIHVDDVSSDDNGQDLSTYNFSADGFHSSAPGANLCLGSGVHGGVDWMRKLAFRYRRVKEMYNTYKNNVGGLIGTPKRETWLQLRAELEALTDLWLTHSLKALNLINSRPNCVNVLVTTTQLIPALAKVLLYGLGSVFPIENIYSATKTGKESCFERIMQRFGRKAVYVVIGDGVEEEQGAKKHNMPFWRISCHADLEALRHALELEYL
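Eya2 (0.2 uM) preincubated 10 min at ambient with compound, then OMFP substrate added at 50 uM; 10 min reaction in 50 mM HEPES pH 7.5, 50 mM NaCl, 5 uM MgCl2, 0.05% BSA, 1 mM DTT. Fluorescence read at Ex 485/Em 525 nm.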
Giardia kill = Giardia lamblia killing | AID 540267 | 340,000 tested, 0.15% active | activity change, % at 7.66 µM, hits read low | Giardia lamblia trophozoite viability; in the data active = activity change below about -80%; inconclusive = between about -30% and that limit;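 note: parasites exposed to compound for two days anaerobically before the ATP read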
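Media and compound were dispensed first, then trophozoites at 100 cells/well; plates sat 48 hrs at 37 deg C without oxygen before ATP luminescence reagent was added and read after 15-30 min at room temperature.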
hERG WT inh = KCNH2 (human, wildtype) channel inhibition. Q12809. U2OS, BacMam KCNH2, thallium flux FluxOr; stronger effect = lower value. activity change, % at 1.84 µM. 340,000 tested, 0.37% active;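 active = maximum activity change below -70%; inconclusive = maximum activity change between -70% and -50%; inactive = maximum activity change above -50%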
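U2OS cells were transduced with wild-type KCNH2 virus (2.03 x 10^8 / mL) for 4 h at room temperature, then cultured overnight at 37 C. Thallium flux was read with FluxOr dye. Rate constants were normalized to DMSO controls.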
USP2a block = USP2a (human) protease inhibition; O75604; USP2 core, Ub-CHOP2 coupled fluorogenic reporter, 485/531; Potency, µM (titrated, usually from 38.3 µM), inactives show at the highest dose activity change, negative = inhibition, usual class: inhibitors; 330,000 tested, 0.01% active;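 note: potency is the fitted concentration of half-maximal effect; plate controls were DMSO wells for no effect and full inhibition by NEM control for full effect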
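USP2 core (10nM final) preincubated 30min RT with compound in 20mM Tris-HCl pH 8.0, 2mM CaCl2, 2mM beta-mercaptoethanol, 0.05% CHAPS; 25nM Ub-CHOP2 plus 25nM reporter substrate added, fluorescence (Ex485/Em531) read after 60min.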
PKM2 act = activators of human pyruvate kinase M2; P14618; purified PKM2, Kinase-Glo ATP luminescence, activation; response scale: 0% is enzyme alone, no compound; Potency, µM (doses to about 57.5 µM), inactives show at the top dose activation, hits mostly activators; 260,000 tested, 0.34% active; AID 1631; note: potency is the fitted concentration of half-maximal effect; nearly all actives have a fitted effect of over 55% in size
Target sequence (P14618 whole entry, looked up): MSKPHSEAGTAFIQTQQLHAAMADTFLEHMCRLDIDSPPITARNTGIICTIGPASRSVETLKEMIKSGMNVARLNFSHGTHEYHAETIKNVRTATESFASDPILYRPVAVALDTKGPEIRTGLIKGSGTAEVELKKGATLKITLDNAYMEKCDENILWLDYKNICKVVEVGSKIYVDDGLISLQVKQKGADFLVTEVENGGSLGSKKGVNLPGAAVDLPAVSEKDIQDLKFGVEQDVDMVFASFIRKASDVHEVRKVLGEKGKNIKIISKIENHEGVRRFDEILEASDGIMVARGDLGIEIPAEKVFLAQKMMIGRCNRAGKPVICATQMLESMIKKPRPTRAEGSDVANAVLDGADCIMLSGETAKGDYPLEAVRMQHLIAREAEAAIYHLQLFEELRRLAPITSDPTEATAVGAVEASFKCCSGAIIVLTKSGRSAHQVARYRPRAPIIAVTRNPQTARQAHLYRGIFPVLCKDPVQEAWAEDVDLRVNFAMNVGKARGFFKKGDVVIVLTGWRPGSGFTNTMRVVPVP
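Purified hPK-M2 (>95% pure) converted ADP (0.1 mM final) to ATP with 0.5 mM PEP in 50 mM imidazole pH7.2, KCl, MgCl2, Tween 20, BSA; 1 h at room temperature. ATP detected by Kinase-Glo luminescence.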
Coupling enz = coupling enzyme interference in Giardia aldolase counter-screen | coupling enzyme system counterscreen, AmpLite Red fluorescence | activity change, negative = inhibition, % at 58.2 µM, hits read low | 290,000 tested, 0.67% active; in the data active = activity change below about -30%
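Fluorescence at 525 nm excitation and 598 nm emission measured inhibition of the coupled detection system without aldolase. Compounds (at 57.5 uM final) were preincubated 10 min at room temperature with coupling enzyme reagent before a 20 min substrate/AmpLite Red step.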
GALK inh = galactokinase (human) inhibition; P51570; Purified GALK, Kinase-Glo residual ATP luminescence; Potency, µM (highest dose often 57.5 µM), without a hit: top-dose activity change, negative = inhibition, hits mostly inhibitors; 270,000 tested, 0.007% active; AID 1868; note: potency is the fitted concentration of half-maximal effect
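The enzyme phosphorylates galactose (100 uM) using ATP (35 uM); inhibition is detected as higher residual ATP, quantified by bioluminescence after 1 h reaction at room temperature, pH 8.0.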
BCR signal inh = chronic active BCR signaling inhibition. ABC-DLBCL IkBa-CBG/CBR reporter, luminescence ratio, 4 h. Potency, µM (doses to about 46.1 µM), for inactives: at the top dose ratio change, negative = lower green/red ratio, hits mostly inhibitors. 340,000 tested, 0.05% active; active = well fitted inhibition curve with a large enough effect in the signal ratio, with a control signal flat, not every such curve was filed as active; inconclusive = small, poorly fitted or top-dose-only effect, or effect the other way, or a change in a side signal; the % refers to the signal ratio;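 note: potency is the fitted concentration of half-maximal effect; plate controls were basal doxycycline-induced cells for no effect and cells given 10 µM MG132 for full effect; MG132 reads +100%, hits lower the ratio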
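TMD8 ABC-DLBCL cells carrying doxycycline-inducible green luciferase fused to IkappaBalpha plus unfused red luciferase were exposed to compounds (up to 46 uM) for 4 hrs at 37C. Activity came from the overlap-corrected green/red luminescence ratio.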
uPA generation = inhibitors of cell surface uPA generation. cell surface uPA generation assay, qHTS. Potency, µM (top dose mostly 38.3 µM), for the others: top-dose activity change, negative = inhibition, actives largely listed as inhibitors. 330,000 tested, 0.31% active. AID 540303; active = well fitted inhibition curve with a large enough effect; inconclusive = small, poorly fitted or top-dose-only effect; inactive = no such curve, though single readings can be large or run the other way; tested in mouse RAW 264.7 cells; note: potency is the fitted concentration of half-maximal effect; nearly all actives have a fitted effect of over 55% in size
Numbers without * were called inactive; ? = inconclusive; / = no result given; & = joins results of further samples; [ ] = dose if it differs, or a comment. Unless noted, calls come from the whole dose curve; as a rule, active = well fitted curve in the direction sought with a large enough effect; inconclusive = small, poorly fitted or top-dose-only effect, or another doubt; inactive = no such curve, though single readings can be large; an effect the other way counts as inactive or inconclusive. Unless noted, % is set by controls: 0 for no effect and ±100 for the full control effect.

cpd	SMILES	KCNH2 3.1 inh	B2AR arrestin	Eya2 inh	Giardia kill	hERG WT inh	USP2a block	PKM2 act	Coupling enz	GALK inh	BCR signal inh	uPA generation
1	CCC(COC)NC(=O)CCc1nnc(Cc2cccc(C(F)(F)F)c2)o1 (stereo unspecified)	-4	0.0%	-3%	17	0	-2%	-2%	-1	0%	?	4%
2	C=CCN1C(=O)C(O)(CC(=O)c2ccc(Cl)cc2)c2ccccc21 (stereo unspecified)	-10	-0.3%	11%	13	7	1%	-14%	0	2%	-3%	-4%
3	CNc1nc2c(c(=O)n(C)c(=O)n2C)n1CCCc1ccccc1	-5	-0.2%	3%	0	1	0%	0%[11.5 µM]	1	-2%	-9%	-7%
4	CC1CC(C)CN(S(=O)(=O)c2ccc(C(=O)NCCCn3ccnc3)cc2)C1 (stereo unspecified)	-5	-0.4%	-4%	-14	-1	-1%	6%	8	5%	-4%	-5%
5	O=C(/C=C/c1ccc(-c2ccccc2)o1)c1ccccc1	0	0.3%	-8%	-11	-15	13%	21%	-20	-2%	?	-8%
6	O=C(CSc1nnc(Nc2ccccc2)s1)NCc1ccco1	8	-0.7%	-10%	-2	-19	1%	0%	-1	2%	0%	-3%
7	CN1CCC(N(C)CC(=O)Nc2cccc(Oc3ccccc3)c2)CC1	-95*	-0.2%	-12%	1	-2	0%	?	0	-1%	13%	/
8	Fc1ccc(C2=CSC3=NCCN23)cc1	-9	0.2%	0%	-24	2	2%	1%	-1	4%	-3%	-2%
9	CCOC(=O)c1c(NC(=S)Nc2ccccc2)sc2c1CCN(CCc1ccccc1)C2	/	4.1%	-11%	/	/	1%	-3%	-8	0%	10%	/
10	COc1cc(OC)c2c(-c3ccccc3)cc(=O)oc2c1C(CC(=O)N1CCN(c2ccccc2)CC1)c1ccc2c(c1)OCO2 (stereo unspecified)	/	-0.5%	1%	/	/	6%	0%	2	0%	?	/
11	O=C(CCNC(=O)c1ccccc1Cl)NC1=NCCS1	11	-0.8%	7%	22	3	1%	-4%	4	10%	0%	3%
12	Cc1cc(O)c(C)c(O)c1/C=N/NC(=O)c1cccnc1	-7	0.5%	-8%	-15	1	0%	10%	0	-4%	-7%	-11%
13	C[C@@H](O)c1nc2ccccc2n1N	10	-0.2%	0%	-19	-8	0%	-7%	1	-1%	-2%	-1%
14	CC1=CC(C)(C)N(C(=O)CN2C(=O)c3ccccc3C2=O)c2ccccc21	-6	-0.1%	-2%	0	2	3%	5%	-4	-3%	5%	-4%
15	O=C(N/C(=C/c1ccc2c(c1)OCO2)C(=O)N1CCOCC1)c1cccs1	-3	-0.4%	?	10	5	1%	-3%	0	-3%	4%	3%
16	Cc1cc(C)nc(-n2nc(C)cc2NC(=O)c2ccc(S(=O)(=O)N3CCOCC3)cc2)n1	5	0.1%	-7%	-16	-4	1%	0%	0	4%	?	0%
17	CCOC(=O)c1cc2c(ccn2-c2ccc(F)cc2)n1CC(=O)N1CCN(C(=O)c2ccco2)CC1	-11	0.5%	-5%	-3	8	0%	2%	1	-1%	?	0%
18	CNC(=S)N(CCc1c(C)[nH]c2ccccc12)Cc1ccco1	-2	0.1%	-13%	15	-1	0%	-22%	0	2%	0%	-1%
19	O=C(O)c1ccc(NC(=O)C2C3CCC(O3)C2C(=O)O)cc1 (stereo unspecified)	6	0.1%	-4%	-13	-3	-1%	-2%	5	1%	?	?
20	CN(CC(=O)NCCN1CCN(Cc2ccccc2)CC1)S(=O)(=O)c1cccc2nsnc12	-4	0.5%	6%	24	8	1%	1%	2	1%	0%	-4%
21	CN(CCO)C(=O)c1cccc2c1-c1ccccc1C2=O	12	-0.6%	6%[15.4 µM]	-5	7	4%	-3%	2	2%	3%	-7%
22	Cc1cc(-c2csc(NC(=O)c3ccc(C#N)cc3)n2)c(C)n1Cc1ccccc1	7	-0.6%	-1%	0	-5	3%	-3%	-1	1%	-1%	2%
23	COCCn1c(SCC(=O)NC(=O)NC(C)C)nc2ccccc21	12	-0.1%	-10%	4	0	-2%	5%	4	-1%	4%	-6%
24	CCCCc1cc(=O)oc2c(CN(CC)CC)c(O)c(Cl)cc12	8	-0.3%	-11%	9	-2	2%	-3%	4	-3%	3%	-1%
25	CCCCCn1c(Sc2nc3ccccc3s2)nc2c1c(=O)[nH]c(=O)n2C	-8	0.3%	7%	-6	6	-7%	2%	0	0%	2%	-28%
26	CC(/C=C1\SC(=O)N(CC(=O)Nc2cccc(O)c2)C1=O)=C\c1ccccc1	-2	0.3%	-6%	-14	6	-2%	6%	0	-7%	-12%	-2%
27	O=[N+]([O-])c1cccc(-n2cccc2/C=N/Nc2nc(N3CCCCC3)nc(N3CCCCC3)n2)c1	-30	-0.2%	-7%	0	6	-1%	-10%	-3	-1%	2%	-3%
28	CCCCOc1ccc(S(=O)(=O)Nc2cc(OC)ccc2OC)cc1	-10	/	/	3	-7	/	1%	-2	2%	/	-19%
29	Cc1ccc(-c2cc(C(=O)Nc3cc(C)on3)c3ccccc3n2)cc1	-16	0.2%	-4%	-19	-31	5%	-7%	4	0%	11%	5%
30	N#Cc1ccc(C23CC4(C2)[C@H](CN(P(=O)(c2ccccc2)c2ccccc2)[C@@H]4c2ccccc2)C3c2ccc(Cl)nc2)cc1 (stereo partly specified)	-33	14%	9%	-12	-12	-22%	-1%&-2%	3&0	-1%	?	?
31	CCCN(C(=O)c1cc(S(=O)(=O)N(C)c2ccc(OCC)cc2)ccc1C)C1CCS(=O)(=O)C1 (stereo unspecified)	8	0.2%	-2%	-12	4	1%	/	/	/	4%	-8%
32	CCn1cc(C(=O)N2CCN(c3ccccn3)CC2)c(=O)c2cc(S(=O)(=O)N3CCC(C)CC3)ccc21	-18	0.2%	-1%	6	4	1%	10%	4	6%	10%	0%
33	Cc1cc(C(=O)COc2ncnc3sccc23)c(C)n1C	5	0.5%	1%	-14	-11	1%	1%	2	-2%	0%	-1%
34	COc1cccc(NC(=O)CN(C)C(=O)c2ccccc2-c2nc3ccccc3s2)c1	-27	0.0%	6%	4	1	0%	/	/	/	-11%	-7%
35	COc1ccc(N2CCN(C(=O)CC34CC5CC(CC(C5)C3)C4)CC2)c([N+](=O)[O-])c1	-5	0.2%	1%	-8	-5	3%	-4%	1	0%	?	5%
36	COc1cc(CC(=O)N/N=C/c2ccc([N+](=O)[O-])cc2)c([N+](=O)[O-])cc1OC	-4	-0.3%	0%	0	-17	-1%	-18%	-3	0%	-7%	3%
37	Cc1ccc(-c2c[n+]3c(n2-c2ccccc2)CCC3)cc1	-3	0.4%	2%	2	2	0%	-6%	2	-2%	9%	-7%
38	CC1CCc2nc3sc4c(c3c(N)c2C1)CCCC4 (stereo unspecified)	-32	-1.1%	-9%	-14	16	0%	10%	-15	0%	?	-5%
39	CC[n+]1c(/C=C/c2cc([N+](=O)[O-])ccc2O)ccc2ccccc21	-47	-0.6%	?	-14	-14	-4%	3%	-3	6%	?	-4%

Copied from above: nos. 33–39
cpd	SMILES	KCNH2 3.1 inh	B2AR arrestin	Eya2 inh	Giardia kill	hERG WT inh	USP2a block	PKM2 act	Coupling enz	GALK inh	BCR signal inh	uPA generation
33	Cc1cc(C(=O)COc2ncnc3sccc23)c(C)n1C	5	0.5%	1%	-14	-11	1%	1%	2	-2%	0%	-1%
34	COc1cccc(NC(=O)CN(C)C(=O)c2ccccc2-c2nc3ccccc3s2)c1	-27	0.0%	6%	4	1	0%	/	/	/	-11%	-7%
35	COc1ccc(N2CCN(C(=O)CC34CC5CC(CC(C5)C3)C4)CC2)c([N+](=O)[O-])c1	-5	0.2%	1%	-8	-5	3%	-4%	1	0%	?	5%
36	COc1cc(CC(=O)N/N=C/c2ccc([N+](=O)[O-])cc2)c([N+](=O)[O-])cc1OC	-4	-0.3%	0%	0	-17	-1%	-18%	-3	0%	-7%	3%
37	Cc1ccc(-c2c[n+]3c(n2-c2ccccc2)CCC3)cc1	-3	0.4%	2%	2	2	0%	-6%	2	-2%	9%	-7%
38	CC1CCc2nc3sc4c(c3c(N)c2C1)CCCC4 (stereo unspecified)	-32	-1.1%	-9%	-14	16	0%	10%	-15	0%	?	-5%
39	CC[n+]1c(/C=C/c2cc([N+](=O)[O-])ccc2O)ccc2ccccc21	-47	-0.6%	?	-14	-14	-4%	3%	-3	6%	?	-4%
